Source: PubChem BioAssay (several laboratories)
hDAT+cocaine = human DAT dopamine uptake with cocaine, either direction. LLC-PK1 hDAT cells, [14C]-dopamine uptake with cocaine IC80; actives deviate in either direction. hit rate 1.3% among 110,000. B-score at 10 µM. Q01959;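 active = Z score or B-score, a plate-position-corrected score, falls beyond the plate's 99.7% confidence bounds, in either direction; inactive = both scores lie inside the 99.7% bounds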;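 note: scored against the spread of the other compound wells on the same plate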
Target sequence (Q01959 whole entry, looked up): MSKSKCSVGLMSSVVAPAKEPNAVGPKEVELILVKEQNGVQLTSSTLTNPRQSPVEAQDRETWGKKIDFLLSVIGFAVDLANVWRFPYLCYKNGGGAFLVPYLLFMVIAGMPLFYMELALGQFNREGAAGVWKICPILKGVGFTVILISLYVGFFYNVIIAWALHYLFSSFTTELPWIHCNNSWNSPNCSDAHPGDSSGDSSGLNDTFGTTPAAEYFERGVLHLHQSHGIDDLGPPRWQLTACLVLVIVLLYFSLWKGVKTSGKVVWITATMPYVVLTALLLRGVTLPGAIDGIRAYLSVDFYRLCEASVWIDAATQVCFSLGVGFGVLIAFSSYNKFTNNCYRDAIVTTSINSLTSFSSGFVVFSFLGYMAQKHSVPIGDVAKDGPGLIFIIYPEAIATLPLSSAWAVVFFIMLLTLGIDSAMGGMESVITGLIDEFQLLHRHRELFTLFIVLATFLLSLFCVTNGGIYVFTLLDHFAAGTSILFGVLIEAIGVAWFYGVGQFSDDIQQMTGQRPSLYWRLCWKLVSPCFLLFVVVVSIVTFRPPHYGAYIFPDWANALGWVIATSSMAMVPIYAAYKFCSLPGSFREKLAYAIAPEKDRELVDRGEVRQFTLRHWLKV
S1P2 antag = blocks the human S1P2 receptor | inhibition, % at 5 µM | AID 736 | hit rate 0.21% among 97,000 | cell-based S1P2 antagonist assay, inhibition at 5 uM; in the data active = inhibition above about 45%;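 note: CRE beta-lactamase reporter cells expressing human S1P2 stimulated with S1P; 0% = agonist at EC80 alone and 100% = agonist plus reference antagonist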
Target sequence (O95136 whole entry, looked up): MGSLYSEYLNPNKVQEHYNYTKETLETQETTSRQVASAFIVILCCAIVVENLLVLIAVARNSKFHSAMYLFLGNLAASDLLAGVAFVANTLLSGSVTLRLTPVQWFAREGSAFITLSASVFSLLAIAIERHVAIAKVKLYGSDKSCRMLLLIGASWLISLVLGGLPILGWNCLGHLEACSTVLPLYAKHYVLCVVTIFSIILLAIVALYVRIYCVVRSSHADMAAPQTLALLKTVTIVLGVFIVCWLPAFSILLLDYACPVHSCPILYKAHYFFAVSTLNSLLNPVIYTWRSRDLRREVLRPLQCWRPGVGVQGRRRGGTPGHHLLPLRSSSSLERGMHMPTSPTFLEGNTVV
CYP2C19 inh = blocks human cytochrome P450 2C19; P33261; CYP2C19 Supersomes, luciferin-H EGE luminescence, 30 min; inhibition, % at 5 µM; hit rate 21% among 96,000;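 active = CYP2C19 inhibition above a set limit at 5 µM in the primary screen, cut at about 50% in these data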;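 note: plate controls were negative control wells for no effect and 2.5 mM tranylcypromine positive control for full effect; values of inactives mirror those of a sister screen read the other way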
sEH activator = soluble epoxide hydrolase (human) activation. P34913. purified human sEH enzymatic activity, activator screen. activation, % at 2 µM. hit rate 0.04% among 91,000. AID 717; in the data active = activation above about 37%; note: values of inactives mirror those of a sister screen read the other way
CYP2C19 act = increases human CYP2C19 enzyme activity; 96,000 tested, under 10 active; activation factor at 5 µM; P33261; recombinant CYP2C19, luciferin-H EGE luminescence; stronger effect = higher value; 0 = fully inhibited enzyme, 1 = untreated enzyme; AID 1025;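 active = activation factor of at least 2 at 5 µM in the primary screen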;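 note: 0 = wells with 2.5 mM tranylcypromine and 1 = vehicle-only wells; values of inactives mirror those of a sister screen read the other way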
PostGolgi ctrl = growth of the yeast control strain, post-Golgi counter-screen; efflux-deficient yeast background strain, growth absorbance A615, 16 h; inhibition, % at 10 µM; hit rate 5% among 98,000; AID 738
S1P2 ag = agonists of human S1P2 receptor | S1P2-expressing cell line, agonist reporter read-out | activation, % at 4.5 µM | hit rate 0.46% among 97,000; in the data active = activation above about 16%;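 note: 0% = vehicle low control and 100% = maximal reference agonist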
PostGolgi yeast = growth inhibition of a yeast mutant, post-Golgi transport screen. post-Golgi transport phenotypic cell assay. inhibition, % at 10 µM. hit rate 0.9% among 98,000. AID 739;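 note: yeast cells grown in 1536-well plates; yeast grown about 18 h at 30C before absorbance read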
sEH inhibitor = soluble epoxide hydrolase (human) inhibition. AID 707. recombinant human sEH enzymatic activity assay. hit rate 0.34% among 91,000. inhibition, % at 2 µM; in the data active = inhibition above about 80%; note: values of inactives mirror those of a sister screen read the other way; many of its hits are not listed in these tables
* marks the source's active call; other numbers are inactive results; · = no result given. Cut-off read from the data, not from the text of the source, unless noted: active = inhibition above about 30%; inactive = the rest. Not a hit list; any-hit rate near 24%.

SMILES | hDAT+cocaine | S1P2 antag | CYP2C19 inh | sEH activator | CYP2C19 act | PostGolgi ctrl | S1P2 ag | PostGolgi yeast | sEH inhibitor
Oc1c(Cl)cc(Cl)cc1C(C#Cc1ccccc1)N1CCOCC1 (centres undefined) | 0.71 | 12 | 24 | 11 | 0.8 | 26 | -8 | 7 | -8
CCC(Sc1ccc(C(=O)O)cc1)C(=O)O (centres undefined) | -0.37 | 18 | · | -18 | · | 13 | -2 | 17 | 17
O=C(Cn1c(=O)[nH]c2ccsc2c1=O)NC1CCCCC1 | -2.7* | 8 | -11 | -3 | 1.1 | -1 | -8 | 0 | 5
COCCN(CCOC)S(=O)(=O)c1ccc(C(=O)NCCCN2CCOCC2)cc1 | -0.00068 | · | -6 | · | 1.1 | 15 | · | 26 | ·
COc1ccc(-c2c(C)nn3c(N4CCN(Cc5ccccc5)CC4)cc(C)nc23)cc1OC | 0.59 | -4 | 68* | -9 | 0.3 | 4 | -6 | 3 | 12
O=C(Nc1nnc(-c2ccccc2F)s1)C1CCCO1 (centres undefined) | 0.61 | -1 | · | -6 | · | · | 0 | · | 11
CCCOc1ccccc1NC(=O)/C=C/C(N)=O | -0.23 | 0 | 2 | -7 | 1 | 6 | -1 | 2 | 7
COc1ccc(-c2noc(CCCOc3ccccc3)n2)cc1OC | 0.77 | 3 | 90* | 9 | 0.1 | 12 | -6 | 4 | -6
CCN1CCCC1CNC(=O)c1cn(C)c2ccc(S(=O)(=O)N3CCCCCC3)cc2c1=O (centres undefined) | 0.45 | 3 | -7 | 20 | 1.1 | 21 | -3 | -2 | -21
Cc1nnc(SCc2ccccc2Cl)n1CC1CCCO1 (centres undefined) | -0.016 | 12 | 2 | -7 | 1 | -3 | -5 | 11 | 5
CCOC(=O)c1sc(N(Cc2ccccc2)C(=O)CSc2nnc(C3CC3)n2N)nc1C | 0.22 | · | 62* | · | 0.4 | 12 | · | -6 | ·
Cn1c(=O)cc(OCC(=O)Nc2ccccn2)c2ccccc21 | 0.31 | 4 | 53* | -3 | 0.5 | 10 | -3 | -2 | 4
CCN1C(=O)c2ccccc2S(=O)(=O)c2ccc(C(=O)NCc3cccnc3)cc21 | -0.21 | 1 | 58* | -15 | 0.4 | -4 | -4 | -6 | 14
COc1cc(S(=O)(=O)NC2CCCCC2)ccc1Cl | 0.48 | 2 | · | -1 | · | 13 | -6 | 1 | 2
Cc1cc(C(F)F)n2ncc(C(=O)NC3CCCCCC3)c2n1 | -1.2 | -3 | 9 | 12 | 0.9 | 9 | -5 | -7 | -14
CCOC(=O)C1C(=O)NC(N2CCN(CC)CC2)=NC1c1ccccc1 (centres undefined) | 0.54 | -5 | -12 | 0 | 1.1 | 1 | -6 | -6 | 1
CCOc1ccc2nc(NC(=O)CSc3ccccc3)sc2c1 | -0.032 | -18 | -1 | 6 | 1 | 2 | -2 | -2 | -8
CN(Cc1ccccc1)C(=O)Cn1nc(C(F)(F)F)c2c1CCC2 | -0.017 | -9 | 25 | -1 | 0.7 | 27 | -2 | -5 | 2
NC(=O)C1CCN(C(c2ccccc2F)c2nnnn2Cc2ccco2)CC1 (centres undefined) | -1.7 | 3 | 3 | 5 | 1 | 5 | -5 | -2 | -3
CC(/C=C/C=C/c1ccccc1)=N/NC(=O)CNc1ccc(C)cc1 | 0.78 | -13 | -8 | -1 | 1.1 | 11 | -4 | -1 | 4
COc1ccccc1NC(=O)C(C)NS(=O)(=O)c1ccc(F)cc1 (centres undefined) | -0.17 | -18 | 53* | 8 | 0.5 | 3 | -2 | -4 | -10
C1=C(c2ccccc2)N2CCN=C2S1 | 0.46 | 3 | 2 | 2 | 1 | -7 | -4 | -4 | 0
O=C(O)c1ccc(CSc2nc3ccccc3o2)cc1 | · | 4 | 1 | 4 | 1 | 3 | 0 | 1 | -2
O=C1NC(c2ccccc2)=C(c2nc3ccccc3s2)C(c2ccc(O)cc2)N1 (centres undefined) | 1.4 | 7 | 1 | -8 | 1 | 5 | -6 | 4 | 10
CCCn1c(N)c(C(c2ccc(C(=O)OC)cc2)N2CCN(c3ccccc3)CC2)c(=O)[nH]c1=O (centres undefined) | 0.065 | 17 | -11 | 4 | 1.1 | -3 | -4 | -23 | -6
SMILES | hDAT+cocaine | S1P2 antag | CYP2C19 inh | sEH activator | CYP2C19 act | PostGolgi ctrl | S1P2 ag | PostGolgi yeast | sEH inhibitor
Cc1cc(Cl)ccc1OCC(=O)NCCC(=O)O | -0.85 | 6 | -3 | -9 | 1 | -1 | -5 | 2 | 7
CCn1cc(-c2nnnn2-c2ccc(Cl)cc2)c(=O)c2ccccc21 | 0.28 | 21 | 9 | 3 | 0.9 | 4 | -5 | 0 | -3
Cc1nc2c(C)cccn2c1/C(O)=C1\C(=O)C(=O)N(CCN2CCOCC2)C1c1cccs1 (centres undefined) | -0.47 | -21 | 32 | 7 | 0.7 | 4 | -2 | -3 | -6
COc1cccc(N2CC(C)Cn3c2nc2c3c(=O)n(CCN3CCOCC3)c(=O)n2C)c1 (centres undefined) | 1.8 | 19 | -7 | 0 | 1.1 | 0 | -7 | -6 | -3
Cc1cc(C)n(C(=O)CCN2C(=O)c3ccccc3C2=O)n1 | 0.036 | 9 | 41 | · | 0.6 | 9 | -6 | -2 | ·
CC(Sc1nnc(-c2cc3ccccc3o2)n1-c1ccccc1)C(=O)O (centres undefined) | -0.14 | -26 | 5 | 0 | 1 | -5 | -6 | -8 | -3
CCCc1nc(SCC(=O)NCc2ccco2)c2c(=O)n(C)c(=O)n(C)c2n1 | -0.067 | 0 | 1 | -2 | 1 | 1 | -4 | -3 | 3
Cc1c(-n2cc(C(=O)c3cc(Cl)ccc3O)cc(C#N)c2=O)c(=O)n(-c2ccccc2)n1C | 0.095 | 17 | · | 0 | · | 0 | -4 | 3 | -1
O=c1cc(NCc2ccc3c(c2)OCO3)[nH]c(=O)n1-c1ccc(Cl)cc1 | -1.5 | · | 13 | · | 0.9 | -1 | · | 17 | ·
Cc1ccc(NC(=O)CC(NCCN2CCOCC2)C(=O)O)cc1Cl (centres undefined) | 0.035 | -1 | 18 | 1 | 0.8 | 3 | -4 | 5 | 0
COC(=O)c1ccc(C2c3c(oc4ccc(F)cc4c3=O)C(=O)N2CCO)cc1 (centres undefined) | 0.8 | 6 | 21 | · | 0.8 | 1 | -9 | 26 | ·
O=C(NCCCn1ccnc1)C(Cc1ccc([N+](=O)[O-])cc1)N1C(=O)c2ccccc2C1=O (centres undefined) | -0.75 | -3 | · | 12 | · | · | -9 | · | -6
C/C(Cl)=C/Cn1c(=O)c2c(nc(Br)n2Cc2ccccc2)n(C)c1=O | -0.11 | -14 | 11 | -2 | 0.9 | 22 | -2 | -3 | 0
Cc1cc(C(F)(F)F)nn1-c1nc(-c2ccco2)cc(C(F)(F)F)n1 | -0.64 | -15 | 2 | -6 | 1 | 5 | 1 | 2 | 6
CC(NCc1ccccc1)C1COc2ccccc2O1 (centres undefined) | 0.15 | -3 | 52* | -10 | 0.5 | 7 | -9 | -3 | 12
COc1ccc(-c2nc(-c3ccc(Br)o3)no2)cc1OC | 0.39 | 14 | -9 | 3 | 1.1 | 13 | -5 | -2 | -4
Cc1cccc(NC(=O)c2cnc3scc(C)n3c2=O)c1 | -1.1 | 5 | · | 5 | · | 29 | -5 | -3 | -6
Cc1cc(N2CCOCC2)c2c(N)cc(C)c(C)c2n1 | -0.87 | 8 | 10 | -11 | 0.9 | 0 | -1 | -1 | 8
Cc1cc(SCC(=O)c2ccccc2)nc(C)n1 | -0.3 | -10 | 67* | 15 | 0.3 | 4 | -6 | -2 | -19
Cc1oc(C)c(C(=O)Nc2ccc(CC(=O)O)cc2)c1C(=O)Nc1ccc(CC(=O)O)cc1 | 0.27 | 0 | -5 | -1 | 1 | 2 | -7 | 5 | -1
CCCSc1nc2c(cnn2-c2ccccc2)c(=O)[nH]1 | -0.014 | · | 11 | · | 0.9 | 33* | · | 8 | ·
O=C(NCCCN1CCOCC1)C1(c2ccccc2)CCCC1 | -0.78 | -4 | 3 | 0 | 1 | -3 | -5 | -5 | 4
Cc1onc(-c2ccccc2)c1C(=O)OCC(=O)c1ccccc1 | 0.068 | · | 69* | · | 0.3 | 12 | · | 2 | ·
COc1ccccc1S(=O)(=O)Cc1ccc(C(=O)N2CCN(c3ccccc3)CC2)o1 | -0.0068 | 17 | 24 | 8 | 0.8 | 7 | -4 | -4 | -5
Cc1ncc(C23CC4CC(CC(C4)C2)C3)[nH]1 | 1.3 | 5 | 7 | · | 0.9 | 21 | 1 | 0 | ·
SMILES | hDAT+cocaine | S1P2 antag | CYP2C19 inh | sEH activator | CYP2C19 act | PostGolgi ctrl | S1P2 ag | PostGolgi yeast | sEH inhibitor
COc1ccc(C(C(=O)NC2CCCCC2)N(C(=O)c2sc(C)nc2C)c2ccccc2C)cc1 (centres undefined) | -0.012 | -12 | 16 | 2 | 0.8 | -1 | -6 | -7 | 0
Cc1cccc(NC(=S)N2CCC(N(C)CC3CCCO3)CC2)c1C (centres undefined) | 0.19 | 4 | -16 | -4 | 1.2 | 32* | -7 | -16 | 7
Cc1ccc2nc(SCC(=O)NCc3ccco3)c(C#N)cc2c1 | 0.85 | -14 | 5 | -3 | 0.9 | 12 | -1 | 4 | 4
Cc1ccc(/C(O)=C2\C(=O)C(=O)N(c3cc(C)on3)C2c2cccc(Cl)c2)cc1 (centres undefined) | 1.5 | -4 | 8 | -7 | 0.9 | 2 | -3 | -1 | 6
Cn1c(=O)[nH]c(=O)c2c1nc(N1CCOCC1)n2CC(O)COc1ccccc1 (centres undefined) | -0.12 | 23 | 18 | 10 | 0.8 | -10 | -2 | 4 | -10
COC(=O)C1=C(C)N=c2s/c(=C3\C(=O)Nc4ccccc43)c(=O)n2C1c1ccccc1 (centres undefined) | · | 2 | · | 26 | · | 39* | -2 | -1 | -27
CC(C)(C)n1[nH]c2c3c(ccc2c1=O)C(=O)c1ccccc1C3=O | -0.37 | 4 | 30 | -3 | 0.7 | 21 | -4 | 19 | 1
Cc1cc(C)c(NN=c2c(=O)c3ccccc3c2=O)c(C)c1 | · | 17 | 4 | 16 | 1 | 2 | 0 | -2 | -17
O=c1c(Cc2ccc(Cl)cc2)c(O)ccn1Cc1cccc(Cl)c1 | 0.29 | 15 | 0 | -10 | 1 | 24 | -2 | 0 | 12
CC(C)C1N=C(c2ccc3c(c2)OCO3)CC(c2ccccc2O)N1 (centres undefined) | 1.1 | 3 | 54* | 20 | 0.5 | 3 | -7 | -15 | -23
Cc1ccc(CN2C(=O)CCC2C(=O)NCC2CCCO2)cc1 (centres undefined) | -0.2 | 2 | 4 | 11 | 1 | 4 | -1 | 1 | -12
CCN(CC)C(=O)CSc1ncnc2c(-c3cccs3)nsc12 | -0.27 | -21 | 30 | 29 | 0.7 | 14 | -2 | 9 | -30
O=C(O)CNS(=O)(=O)c1ccc(Br)s1 | 0.21 | · | -9 | · | 1.1 | 1 | · | 6 | ·
CCC(=O)NCCc1nc2ccccc2[nH]1 | 0.91 | -1 | 22 | 0 | 0.8 | 6 | -1 | -8 | -1
Cn1c(NC(=O)c2cc(-c3ccc4c(c3)OCO4)nc3ccccc23)cc(=O)n(C)c1=O | · | -9 | 30 | 6 | 0.7 | 8 | -4 | -2 | -3

3 of the compounds above, with each value named.
> NC(=O)C1CCN(C(c2ccccc2F)c2nnnn2Cc2ccco2)CC1 (centres undefined)
- hDAT+cocaine: -1.7
- S1P2 antag: 3
- CYP2C19 inh: 3
- sEH activator: 5
- CYP2C19 act: 1
- PostGolgi ctrl: 5
- S1P2 ag: -5
- PostGolgi yeast: -2
- sEH inhibitor: -3

> O=c1c(Cc2ccc(Cl)cc2)c(O)ccn1Cc1cccc(Cl)c1
- hDAT+cocaine: 0.29
- S1P2 antag: 15
- CYP2C19 inh: 0
- sEH activator: -10
- CYP2C19 act: 1
- PostGolgi ctrl: 24
- S1P2 ag: -2
- PostGolgi yeast: 0
- sEH inhibitor: 12

> COC(=O)c1ccc(C2c3c(oc4ccc(F)cc4c3=O)C(=O)N2CCO)cc1 (centres undefined)
- hDAT+cocaine: 0.8
- S1P2 antag: 6
- CYP2C19 inh: 21
- sEH activator: ·
- CYP2C19 act: 0.8
- PostGolgi ctrl: 1
- S1P2 ag: -9
- PostGolgi yeast: 26
- sEH inhibitor: ·
